Bioassay records from PubChem.
KCNK3 block – human KCNK3 channel inhibition, primary screen | B-score at 10 µM | 340,000 tested, 0.84% active | CHO-KCNK3 thallium flux, FluxOR fluorescence; hits give low values;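 active = B-score under library mean minus 4 SD, starting fluorescence ratio at most library mean plus 5 SD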;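 also: more negative B-score means stronger inhibition of thallium flux through KCNK3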
TRPC4 inh – blocks the mouse TRPC4 cation channel; 300,000 tested, 0.39% active; HEK293 TRPC4beta/mu-opioid, DAMGO-evoked Fluo4 calcium flux; hits give low values; AID 2247; B-score at 10 µM; Q9QUQ5;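 active = B-score over 3 SD under the library average, no early fluorescence shift, positive overall ratio signal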
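material = TRPC4beta/mu-opioid receptor HEK293 cell line | probe or stimulus = sequential submaximal and maximal DAMGO stimulation | compound dosing = one concentration per compound | measured by = Fluo4 Ca2+ flux fluorescence | evaluation = integrated fluorescence ratio relative to baseline, converted to per-well B score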
DYRK1A inh – Dyrk1A (rat) kinase inhibition | ADP-Glo luminescence, NFATc1 peptide | inhibition, % at 12.5 µM | Q63470 | 310,000 tested, 0.43% active; in the data active = inhibition above about 50%;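 also: plate controls were vehicle with enzyme for no effect and no enzyme for full effect; many of its hits are not listed in these tables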
hERG rescue – compounds protecting human hERG from proarrhythmic drug block. activation (rescue from dofetilide block), less the hit threshold, % at 10 µM. 310,000 tested, 0.51% active. CHO-hERG, FluxOR thallium flux, dofetilide IC70 present. Q12809. AID 1511;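 active = activation above the mean of controls blocked by dofetilide plus 5 SD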;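 also: thallium influx through hERG after potassium depolarization seen as dye fluorescence rise; in these data hits start at about 4.7%; inactives centre near -7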
TRPC4 potent – allosteric potentiators of mouse TRPC4 channel; HEK293 TRPC4beta/mu-opioid, DAMGO EC20, Fluo-4 Ca2+ flux; hits give high values; B-score at 10 µM; 310,000 tested, 0.42% active; AID 2227;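 active = B-score of calcium response area above 5 SD of library B-scores, with initial fluorescence ratio within 5 SD of library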;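 also: B-score of integrated fluorescence ratio over time as area under calcium response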
KCNQ1 block – inhibitors of human KCNQ1 potassium channel; B-score at 10 µM; P51787; 310,000 tested, 1.3% active; AID 2642; CHO-K1 KCNQ1, FluxOR thallium flux fluorescence; hits give high values;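 active = compounds whose thallium flux B-score, printed positive for inhibition, exceeds three library SD while starting fluorescence stays within three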;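 also: channel opened by potassium depolarization with thallium stimulus after 20 min compound exposure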
Target sequence (P51787 whole entry, looked up): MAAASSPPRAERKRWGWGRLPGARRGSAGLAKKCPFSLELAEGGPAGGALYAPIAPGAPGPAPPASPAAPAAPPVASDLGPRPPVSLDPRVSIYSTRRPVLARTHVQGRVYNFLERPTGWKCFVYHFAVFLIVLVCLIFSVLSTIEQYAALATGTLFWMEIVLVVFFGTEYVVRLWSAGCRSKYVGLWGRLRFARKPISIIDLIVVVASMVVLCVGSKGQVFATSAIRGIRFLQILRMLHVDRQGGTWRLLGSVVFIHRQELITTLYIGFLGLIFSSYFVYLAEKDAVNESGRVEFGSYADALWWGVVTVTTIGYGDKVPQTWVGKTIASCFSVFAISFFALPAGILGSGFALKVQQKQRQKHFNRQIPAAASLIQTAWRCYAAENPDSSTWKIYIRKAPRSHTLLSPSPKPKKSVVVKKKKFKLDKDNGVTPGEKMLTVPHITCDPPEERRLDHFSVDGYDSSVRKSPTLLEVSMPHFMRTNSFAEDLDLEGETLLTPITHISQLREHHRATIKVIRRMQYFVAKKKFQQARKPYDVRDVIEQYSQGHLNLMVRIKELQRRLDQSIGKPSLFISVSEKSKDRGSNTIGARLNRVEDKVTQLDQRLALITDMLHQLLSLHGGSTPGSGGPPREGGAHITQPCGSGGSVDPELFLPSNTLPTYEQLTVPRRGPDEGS
PolyA inhibitor – yeast polyadenylation inhibition; S. cerevisiae SKY197-pL101 polyadenylation reporter, beta-gal luminescence; efflux-impaired pdr1/pdr3 knockout yeast; score 100 = 6 SD above DMSO; calls only at 12 µM; 300,000 tested, 0.02% active;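 active = lowest replicate activity score at least 50, where 100 means six control SD above control mean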;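 also: yeast exposed to compound for 9 h at 30 °C; higher score means more reporter readthrough which indicates perturbed polyadenylation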
KCNQ1 pot – potentiators or activators of human KCNQ1 potassium channel; B-score at 10 µM; P51787; AID 2648; 310,000 tested, 0.35% active; CHO-K1 KCNQ1, thallium flux FluxOR fluorescence; hits give high values;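 active = fluorescence ratio B-score, a plate-corrected score, at least three library SD, with initial intensity B-score within 5 SD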
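System: Stable KCNQ1 CHO-K1 line | Incubation: 90 min dye loading and 20 min compound exposure, both at room temperature | Measure: Ratio B score | Medium: Assay buffer for compound exposure, DMSO matched across wells | Compound dosing: Single-concentration screen | Probe or stimulus: K+/Tl+ depolarizing stimulus | Measured by: Kinetic FluxOR fluorescence, 10 s baseline plus 110 s post-stimulus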
Platelet DG rel – modulates dense granule release in human platelets; 300,000 tested, 0.22% active; human platelet-rich plasma, SFLLRN dense granule ATP release, luminescence; inhibition, %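 (compounds screened at 7.5 µM in platelet-rich plasma)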; AID 1663;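 active = mean replicate score, as percent of positive control, at or above 50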
KCNK9 inh – inhibitors of human KCNK9 two-pore domain potassium channel. AID 488922. B-score at 10 µM. Q9NPC2. 310,000 tested, 1.2% active. HEK293 KCNK9, FluxOR thallium flux fluorescence; hits give low values;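 active = ratio B-score over 3 SD below the library mean, with starting fluorescence within 5 SD of its mean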;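 also: negative B-score means less thallium flux so channel inhibition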
Target sequence (Q9NPC2 whole entry, looked up, the tested form may be a part): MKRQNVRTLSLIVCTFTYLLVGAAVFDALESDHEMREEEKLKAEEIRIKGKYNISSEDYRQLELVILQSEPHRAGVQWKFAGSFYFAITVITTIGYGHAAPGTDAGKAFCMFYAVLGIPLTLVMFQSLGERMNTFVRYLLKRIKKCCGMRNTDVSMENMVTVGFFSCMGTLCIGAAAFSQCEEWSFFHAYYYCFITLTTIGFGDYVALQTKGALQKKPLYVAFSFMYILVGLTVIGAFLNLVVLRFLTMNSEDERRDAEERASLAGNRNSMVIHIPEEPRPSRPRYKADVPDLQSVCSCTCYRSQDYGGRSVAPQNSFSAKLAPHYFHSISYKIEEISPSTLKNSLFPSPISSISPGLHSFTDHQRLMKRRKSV
TRPC4 act – TRPC4 (mouse) channel activation; Q9QUQ5; HEK293 TRPC4beta/mu-opioid, Fluo4 calcium fluorescence; hits give high values; B-score at 10 µM; 310,000 tested, 0.49% active; AID 2237;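 active = B-score above 5 SD of library B-scores, and initial fluorescence ratio not above library mean plus 5 SD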;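 also: positive B-score marks a calcium rise read as TRPC4 activation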
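Assay system: HEK293 cells stably co-expressing mouse TRPC4beta and mu-opioid receptor / Timing: Fluo4 dye loading 45 min at room temperature, 110 s recording / Signal: Fluo4 calcium-sensitive dye fluorescence, kinetic, 1 Hz baseline / Read-out: integrated baseline-normalised fluorescence ratio, converted to per-well B score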
An asterisk follows results filed as active; i = inactive; . = not tested or not shown. A portion of the library (hit frequency here may not be typical).

SMILES	KCNK3 block	TRPC4 inh	DYRK1A inh	hERG rescue	TRPC4 potent	KCNQ1 block	PolyA inhibitor	KCNQ1 pot	Platelet DG rel	KCNK9 inh	TRPC4 act
Cn1ncc2c(Nc3ccccc3Br)ncnc21	i	i	11	-4	i	i	i	i	-6	i	i
CNC(=S)N(Cc1ccco1)Cc1cc2cc(OC)c(OC)cc2[nH]c1=O	i	i	7	-15	i	i	i	i	13	i	i
CC(Nc1cccc2ccccc12)C(=O)N/N=C/c1ccccn1 (centres undefined)	i	i	10	-4	i	i	i	i	2	i	i
CCOC(=O)c1c(-c2cccs2)csc1N	i	i	7	-10	i	i	i	i	5	i	i
CN(C)S(=O)(=O)N1CCN(CC(=O)Nc2cc(Cl)ccc2Cl)CC1	i	i	0	-8	i	i	i	i	0	i	i
N#Cc1c(Oc2ccc3ccccc3c2)sc(C(=O)c2ccccc2)c1N	i	i	0	-10	12*	i	i	i	-16	i	i
Cc1ccc(S(=O)(=O)N(C)C)cc1NC(=S)N(C)C1CCN(C)CC1	i	i	-3	-3	i	i	i	i	-7	i	i
CCCCCCSc1cccc(-c2nc3cc(C)ccn3c2NCc2ccccc2)c1	i	i	-1	-10	i	i	i	i	-3	i	i
COc1cc(S(=O)(=O)N2CCN(C(=O)c3ccco3)CC2)ccc1Cl	i	i	-4	-7	i	i	i	i	-1	i	i
CC(=O)C1=C(O)C(=O)N(CO)C1c1ccccc1F (centres undefined)	i	i	-7	-4	i	i	i	i	2	i	i
Cc1c(NC(=O)Nc2ccc(F)cc2F)c(=O)n(-c2ccccc2)n1C	i	i	-3	-11	i	i	i	i	7	i	i
O=C(O)c1[nH]nc2c1COc1ccccc1-2	i	i	7	-3	i	i	.	i	.	i	i
COc1cc(C2NC(=O)NC(C)=C2C(=O)OC2CCCC(C)C2)ccc1O (centres undefined)	i	i	4	-7	i	i	.	i	10	i	i
Cc1cc(NCCCOC(C)C)n2c(nc3ccccc32)c1C#N	i	i	-1	-2	i	i	i	i	11	i	i
Cc1cc(C)n2nc(C(=O)Nc3ccc4c(c3)CCC4)nc2n1	i	i	.	-10	i	i	i	i	-15	i	i
CCN(CC)CCCSc1nc2ccccc2s1	i	i	-3	-3	i	i	i	i	-3	i	i
COc1ccc(OCC(=O)Nc2cccc(OC)c2)cc1	i	i	7	-8	i	i	i	i	-5	i	i
CC(C)CC(=O)Nc1ccc(-c2nnn(CC(=O)NCc3ccco3)n2)cc1	i	i	0	-6	i	i	i	i	1	i	i
Cc1nc(NCc2cccnc2)c2c3c(sc2n1)CC(C)CC3 (centres undefined)	i	i	0	52*	i	i	i	38*	4	i	i
CSc1nc(C)cc(SC(C(C)=O)C(=O)Nc2ccccc2)n1 (centres undefined)	i	i	0	-3	i	i	i	i	.	i	i
CCC1(c2ccccc2)NC(=S)N(c2ccc(C)cc2)N1 (centres undefined)	i	i	12	75*	i	i	i	52*	-7	i	i
COC(=O)C1=C(C)N=C2SC(C#N)=C(N)N2C1c1ccc(OC)cc1 (centres undefined)	-10*	i	16	-6	i	i	i	i	-4	-8.9*	i
COc1c(O)ccc2c1CN1CCc3cc4c(cc3C1C2)OCO4 (centres undefined)	i	i	10	-11	i	i	i	i	1	i	i
CN(C)S(=O)(=O)c1cccc(NC(=S)N(CCC#N)Cc2cccnc2)c1	i	i	1	-10	i	i	i	i	-2	i	i
O=C(OCc1ccccc1)C1=NNC2C(=O)N(c3ccc(Br)cc3)C(=O)C12 (centres undefined)	i	i	1	1	i	i	.	i	-16	i	i
COc1ccc(Br)cc1CN1CCSCC1	i	i	.	-10	i	i	i	i	2	i	i
COc1ccc(CC(=O)N/N=C/c2cccs2)cc1OC	i	i	-1	-6	i	i	i	i	-8	i	i
CSCCC(NC(=O)COc1ccccc1)C(=O)OCc1ccc([N+](=O)[O-])cc1 (centres undefined)	i	i	2	-20	i	i	i	i	6	i	i
CC(C)OC(=O)c1cccc(C(=O)Oc2ccccc2)n1	i	i	3	-10	i	i	i	i	-5	i	i
NC(=O)C1(N2CCCCC2)CCN(CC(=O)Nc2ccccc2-c2ccccc2)CC1	i	i	5	-1	i	i	i	i	1	i	i
NC(=O)C1CCN(C2=C(NS(=O)(=O)c3ccccc3)C(=O)c3ccccc3C2=O)CC1	i	i	7	-15	i	i	i	i	6	i	i
CC(=O)c1ccc(OCCCOc2cccc3cccnc23)cc1	i	i	6	-9	i	i	i	i	-4	i	i
Cc1cccc(NS(=O)(=O)c2coc(C(N)=O)c2)c1C	i	i	17	-3	i	i	i	i	20	i	i
CC(=O)N(C)c1ccc(NC(=O)Nc2cccc3ccccc23)cc1	i	i	0	-11	i	i	i	i	-15	i	i
Cc1ccc(CN2CCNC(=O)C2CC(=O)O)cc1 (centres undefined)	i	i	-3	-8	i	i	i	i	19	i	i
O=C(CCCN1C(=O)c2cccc3cccc(c23)C1=O)NCc1cccs1	i	i	0	-7	i	i	i	i	-2	i	i
COCCNc1ncnc2nc[nH]c12	i	i	5	-10	i	i	i	i	-3	i	i
NS(=O)(=O)c1cccc(NC(=O)/C=C/c2cccs2)c1	i	i	.	-12	i	i	i	i	-2	i	i
Cn1cnc([N+](=O)[O-])c1Sc1n[nH]c(N)n1	i	i	-2	-1	i	i	i	i	3	i	i
O=C(C[n+]1ccccc1)Nc1ccccc1C(F)(F)F	i	i	1	-12	i	i	i	i	7	i	i
C=CCSc1nsc(NC(=O)Nc2cccc(C(C)=O)c2)n1	-9.8*	i	10	-10	i	12*	i	i	-6	i	i
Nc1ccc2nc(CCCCCCCCc3nc4ccc(N)cc4[nH]3)[nH]c2c1	i	i	0	-7	i	i	i	i	0	i	i
COc1ccc(Cl)cc1NC(=O)CN(C)C(=O)c1ccc(N2CCCCC2)c([N+](=O)[O-])c1	i	i	8	-8	i	i	i	i	-2	i	i
O=C(Cc1ccc(F)cc1)NCc1cccnc1	i	i	-4	-4	i	i	i	i	-3	i	i
CC(=O)N(C)c1ccc(NC(=O)C(c2ccccc2)c2ccccc2)cc1	i	i	-9	-6	i	i	i	i	8	i	i
Cc1ccc(S(=O)(=O)N2CCN(c3ccccc3)CC2)cc1	i	i	6	1	i	i	i	i	0	i	i
CCOC(=O)c1c(NCc2ccccc2)n[nH]c1C	i	i	6	-8	i	i	i	i	-1	i	i
Cn1cc(/C(Cc2ccccc2)=N\O)c2ccccc21	i	i	-7	-10	i	i	i	i	-1	i	i
Cc1ccc(NC(=O)c2nc3nccc(C)n3n2)c(C)c1	i	i	.	-7	i	i	i	i	-4	i	i
CN(CCCNC(=O)C1CCCN(S(=O)(=O)c2cnc[nH]2)C1)c1ccccc1 (centres undefined)	i	i	-8	-3	i	i	i	i	-7	i	i
CCOC(=O)c1[nH]c(C)c(C(=O)c2ccc(C)cc2)c1C	i	i	-2	-6	i	i	i	i	2	i	i
Cc1nc(CCNC(=O)Cc2ccc(F)cc2)cs1	i	i	0	-9	i	i	.	i	-2	i	i
N/C(CS(=O)(=O)c1ccccn1)=N\OC(=O)c1ccccc1Cl	i	i	4	-12	i	i	i	i	-6	i	i
CSc1nnc(CNS(=O)(=O)c2ccc(F)cc2)n1C	i	i	2	1	i	i	i	i	-9	i	i
CCOc1ccc(NCC(=O)N/N=C/C=C/c2ccccc2)cc1	i	i	2	-15	i	i	i	i	-10	i	i
O=c1ccc(-c2nc3cc(Cl)ccc3n2Cc2ccccc2)c[nH]1	i	i	0	-13	10*	i	i	i	1	i	i
O=c1[nH]c(Nc2ccccc2)cc2cc(Br)ccc12	i	i	31	-8	i	i	i	i	-4	i	i
Cc1cccc(OCC(=O)N2CCC(N3CCCCCC3)CC2)c1	i	i	2	-3	i	i	i	i	-6	i	i
COC(=O)CNC(=O)C1Nc2ccc(OC(F)(F)F)cc2C2C=CCC12 (centres undefined)	i	i	3	-11	i	i	i	i	-17	i	i
CCN(CC)CCCN(Cc1cc2cc(OC)ccc2[nH]c1=O)C(=O)Nc1ccccc1	.	i	.	-13	i	i	i	i	5	i	i

3 entries already listed, sorted by length of the SMILES, smallest number first.
SMILES	KCNK3 block	TRPC4 inh	DYRK1A inh	hERG rescue	TRPC4 potent	KCNQ1 block	PolyA inhibitor	KCNQ1 pot	Platelet DG rel	KCNK9 inh	TRPC4 act
COc1ccc(OCC(=O)Nc2cccc(OC)c2)cc1	i	i	7	-8	i	i	i	i	-5	i	i
CSc1nnc(CNS(=O)(=O)c2ccc(F)cc2)n1C	i	i	2	1	i	i	i	i	-9	i	i
CNC(=S)N(Cc1ccco1)Cc1cc2cc(OC)c(OC)cc2[nH]c1=O	i	i	7	-15	i	i	i	i	13	i	i

Next part:
SMILES	KCNK3 block	TRPC4 inh	DYRK1A inh	hERG rescue	TRPC4 potent	KCNQ1 block	PolyA inhibitor	KCNQ1 pot	Platelet DG rel	KCNK9 inh	TRPC4 act
O=C(Cn1cc(C(F)(F)F)ccc1=O)Nc1cccc(S(=O)(=O)N2CCOCC2)c1	i	i	-4	-11	i	i	i	i	-5	i	i
COC(Cc1nnc(SC)n1-c1ccccc1)OC	i	i	1	-21	i	i	i	i	1	i	i
O=C(CSc1ncc(-c2ccc(F)cc2)[nH]1)N1CCCCC1	i	i	7	-3	i	i	i	i	-5	i	i
Cc1ccc(CC(=O)Nc2ccc(S(=O)(=O)Nc3nccc(C)n3)cc2)cc1	i	i	-1	-5	i	i	i	i	-1	i	i
C=CCn1c(=O)c(C(=O)NC2CC2)c(O)c2cc(OC)c(OC)cc21	i	i	-4	-1	i	i	i	i	3	i	i
O=C1C=C(NCc2ccc(Cl)c(Cl)c2)C2(CCCCC2)O1	i	i	-3	-7	i	i	i	i	6	i	i
CCOC(=O)C1CCN(CC(O)COCc2ccc(Cl)cc2)CC1 (centres undefined)	i	i	-2	-3	i	i	i	i	1	i	i
Cc1cc(C)c2c(=O)[nH]c(SCC(=O)Nc3ccc(Br)cc3)nc2n1	i	i	-1	-11	i	i	i	i	-8	i	i
CC(C)Cn1c(-c2cccs2)nc2nc3ccccc3nc21	i	i	2	-5	i	i	i	i	-12	i	i
Cc1cc(C)cc(NC(=O)CSc2nc3c(c(=O)[nH]2)CN(Cc2ccc(F)cc2)CC3)c1	i	i	-4	-14	i	i	i	i	-13	i	i
